# 12-LOX inh – ALOX12 (human) lipoxygenase inhibition | P18054 | AID 1671190 | Potency, µM (top dose mostly 108 µM), for inactives: at the highest dose activity change, negative = inhibition, hits mostly inhibitors | purified 12hLO, xylenol orange hydroperoxide absorbance | hit rate 1.1% among 580,000; note: potency is the fitted concentration of half-maximal effect; % is set by controls: 0 for no effect and ±100 for the full control effect
#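 Purified human 12hLO (150 nM final) in 25 mM Hepes, 0.01% Triton X-100, pH 7.0 was preincubated 15 min at room temperature with compound. Then 40 uM arachidonic acid was added, 30 min. Hydroperoxide was read by Fe-XO absorbance ratio 573/405 nm.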
# HP1b binding inh – blocks HP1-beta chromodomain binding to methylated histone tails; Potency, µM (series often up to 114 µM), for inactives: top-dose activity change, negative = inhibition, hits mostly inhibitors; AlphaScreen HP1-beta / biotin-H3K9me3 peptide binding; hit rate 0.56% among 390,000; P83916; note: potency is the fitted concentration of half-maximal effect; nearly all actives have a fitted effect of over 70% in size; inactives centre near 23
#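 AlphaScreen: HP1-beta (50 nM) preformed 30 min with biotin-H3(1-18)K9me3 peptide (50 nM) in PBS pH 7.4, 0.01% Tween-20. Compound added for 30 min at RT, then streptavidin donor/nickel chelate acceptor beads (10 ug/mL) for 30 min.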
# BAZ2B inh – BAZ2B (human) inhibition; AID 504333; hit rate 4.4% among 360,000; Potency, µM (titrated, usually from 114 µM), without a hit: at the top dose activity change, negative = inhibition, actives largely listed as inhibitors; AlphaScreen BAZ2B-H3K14Ac peptide displacement; note: potency is the fitted concentration of half-maximal effect; % is set by controls: 0 for no effect and ±100 for the full control effect; nearly all actives have a fitted effect of over 60% in size
#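 In this displacement format the biotinylated H3(5-23) peptide acetylated at Lys14 serves as ligand at 50 nM, with BAZ2B at 50 nM in PBS pH 7.4 containing 0.01% Tween-20. Donor and acceptor beads are 10 ug/mL final.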
# PI4K2A block – PI4K2A (human) kinase inhibition; Q9BTU6; purified PI4K2A, ADP-Glo luminescence, 1 h; active compounds read low; activity change, negative = inhibition, % at 76.9 µM; hit rate 0.13% among 420,000; in the data active = activity change below about -50%; inconclusive = mostly about -30% to -49%;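 note: -100% = wells without enzyme as full effect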
#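 Compounds are screened against recombinant PI4K2A using PI as substrate and ATP, the latter dispensed at 300 microM. Reactions run one hour at ambient temperature before ADP-Glo detection; full inhibition defined by wells lacking enzyme.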
# ERG Ets-DNA blk – ERG Ets/DNA interaction inhibition; P11308; fluorescence polarization, His-ERG Ets domain / labelled DNA; Potency, µM (doses to about 76.9 µM), inactives show top-dose FP activity, negative = inhibition, usual class: inhibitors; hit rate 0.028% among 370,000; active = well fitted inhibition curve with a large enough effect in the polarisation, with a control signal flat; inconclusive = small, poorly fitted or top-dose-only effect, or effect the other way, or a change in a side signal; inactive = no such curve, though single readings can be large or run the other way; the % refers to the polarisation;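 note: polarization taken with two DNA probes labelled with fluorescein and Texas red; potency is the fitted concentration of half-maximal effect; % of control where 0% means no effect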
#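 His-tagged ERG Ets domain (1 uM in the protein solution; 300mM KCl, 50mM Tris-HCl, 1mM EDTA, 1mM DTT, pH 7.5) received compound, then a probe mix of 5 nM fluorescein-DNA and 100nM Texas-615-DNA. Fluorescence polarization was read for both dyes.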
# JMJD2A Tudor inh – blocks the human JMJD2A Tudor domain | AID 504339 | O75164 | Potency, µM (titrated, usually from 114 µM), for the others: top-dose activity change, negative = inhibition, most hits filed as inhibitors | AlphaScreen JMJD2A-Tudor / H3K4me3 peptide binding | hit rate 4.4% among 390,000; note: potency is the fitted concentration of half-maximal effect; % is set by controls: 0 for no effect and ±100 for the full control effect; nearly all actives have a fitted effect of over 50% in size
# Target sequence (O75164 whole entry, looked up, the tested form may be a part): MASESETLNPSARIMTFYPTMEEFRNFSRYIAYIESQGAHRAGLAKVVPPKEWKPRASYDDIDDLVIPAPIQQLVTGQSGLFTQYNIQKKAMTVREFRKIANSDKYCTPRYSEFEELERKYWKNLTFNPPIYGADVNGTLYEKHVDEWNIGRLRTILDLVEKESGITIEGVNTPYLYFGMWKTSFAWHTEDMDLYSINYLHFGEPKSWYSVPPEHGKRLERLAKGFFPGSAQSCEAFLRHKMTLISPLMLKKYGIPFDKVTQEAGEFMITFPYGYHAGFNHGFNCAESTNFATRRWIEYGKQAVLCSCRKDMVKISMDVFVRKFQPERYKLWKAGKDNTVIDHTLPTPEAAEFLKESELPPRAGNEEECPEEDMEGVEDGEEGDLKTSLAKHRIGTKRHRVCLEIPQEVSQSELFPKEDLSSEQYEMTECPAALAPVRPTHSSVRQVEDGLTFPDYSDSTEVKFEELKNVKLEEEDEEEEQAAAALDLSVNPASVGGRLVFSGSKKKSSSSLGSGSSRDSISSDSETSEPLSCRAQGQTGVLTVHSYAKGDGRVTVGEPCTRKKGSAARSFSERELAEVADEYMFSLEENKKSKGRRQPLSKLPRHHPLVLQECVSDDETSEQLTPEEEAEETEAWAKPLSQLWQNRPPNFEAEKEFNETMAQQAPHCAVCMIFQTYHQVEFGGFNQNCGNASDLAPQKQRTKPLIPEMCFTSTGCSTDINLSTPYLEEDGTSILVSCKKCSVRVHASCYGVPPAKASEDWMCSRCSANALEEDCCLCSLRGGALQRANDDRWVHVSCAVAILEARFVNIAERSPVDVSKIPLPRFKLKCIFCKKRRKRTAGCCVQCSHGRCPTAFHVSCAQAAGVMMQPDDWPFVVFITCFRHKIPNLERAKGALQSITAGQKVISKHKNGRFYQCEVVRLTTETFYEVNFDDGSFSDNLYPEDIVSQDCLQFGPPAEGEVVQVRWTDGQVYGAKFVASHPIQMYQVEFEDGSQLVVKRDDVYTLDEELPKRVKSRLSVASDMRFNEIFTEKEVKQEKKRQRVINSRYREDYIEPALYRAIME
# RGS4 inh – human RGS4 inhibition. P49798. Transcreener GDP fluorescence polarization, RGS4-accelerated GTP hydrolysis. Potency, µM (series often up to 114 µM), for inactives: top-dose activity change, negative = inhibition, hits mostly inhibitors. hit rate 0.039% among 390,000. AID 504845; note: potency is the fitted concentration of half-maximal effect; % is set by controls: 0 for no effect and ±100 for the full control effect; nearly all actives have a fitted effect of over 75% in size; some results filed as inactive show a strong effect at the top dose
#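 MLSMR compounds (23 nl, pin-transferred) preincubated 10 min at room temperature with a 500nM (2x) first reagent, then RGS4 at 900nM (2x) plus Transcreener GDP mix added; fluorescence polarization (620/688 nm) read before and after 90 min at 30 °C.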
# G9a block – blocks human histone lysine methyltransferase G9a; Q96KQ7; G9a H3K9 monomethylation, AlphaScreen, 2 h; Potency, µM (series often up to 102 µM), without a hit: at the top dose activity, negative = inhibition, hits mostly inhibitors; hit rate 8.8% among 350,000; note: potency is the fitted concentration of half-maximal effect; % is set by controls: 0 for no effect and ±100 for the full control effect; nearly all actives have a fitted effect of over 75% in size
#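 Methyltransferase reactions run at room temperature for 2 h (20 nM enzyme, 500 nM biotin-H3K9 peptide, 20 uM SAM) after a 15 min compound preincubation; product detected by AlphaScreen beads and anti-H3K9me1 antibody.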
# GLS inh – blocks human kidney-isoform glutaminase activity | GLS enzymatic activity, qHTS titration | hit rate 0.21% among 410,000 | Potency, µM (series often up to 45.5 µM), inactives show at the highest dose activity change, negative = inhibition, usual class: inhibitors; note: potency is the fitted concentration of half-maximal effect; % is set by controls: 0 for no effect and ±100 for the full control effect
#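 hKGA; 45 mM KH2PO4 pH 8.2 + 0.02% Tween-20; cpd via pin tool; 1 mM Gln soln; GluOx/HRP/Amplex Red; RT 30 min; fluor. t0 & final.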
# * hit, by the source's call; ? = inconclusive; nt = not tested or not shown; ! = repeats disagree; [ ] = dose if it differs, or a comment. Unless noted, calls come from the whole dose curve; as a rule, active = well fitted curve in the direction sought with a large enough effect; inconclusive = small, poorly fitted or top-dose-only effect, or another doubt; inactive = no such curve, though single readings can be large; an effect the other way counts as inactive or inconclusive.
no.	smiles	12-LOX inh	HP1b binding inh	BAZ2B inh	PI4K2A block	ERG Ets-DNA blk
1	CCCN1CCN(C(=O)Cn2nc(C)n3c(cc4c(OC)cccc43)c2=O)CC1	20.2%	32.2%[57 µM]	nt	2.4	7.3%
2	CCc1ccc(-n2c(=O)c3c4c(sc3n(CC(=O)c3ccc(Cl)cc3)c2=O)CCC4)cc1	0.0%	34.2%	6.5%	-1.3	-3.8%
3	COCc1cc(CN(C)C(=O)C2CCC(=O)N(Cc3cccc(OC)c3)C2)[nH]n1 (configuration not stated)	12.0%	35.1%[activator]	-0.3%	1.2	-0.8%
4	CC1CC(NC(=O)c2cc3c(=O)n4ccccc4nc3n2C)CC(C)(C)C1 (configuration not stated)	-0.2%	50.4%[activator]	27.1%	0.6	17.1%
5	CCCSc1nsc(NC(=O)CCC)n1	0.1%	53.1%[activator]	2.4%	-7.5	-6.5%
6	CC(C)c1ccc(OCC(=O)N(Cc2ccco2)C2CCS(=O)(=O)C2)cc1 (configuration not stated)	7.3%	22.9%	-29.8%	-2.3	-2.6%
7	COc1ccc(OCC(=O)O/N=C(\N)c2ccc(OC)cc2)cc1	139.8%[activator]	157.5%[activator]	108.1%[activator]	-5.7	-5.9%
8	O=C(NC1=NCCS1)c1ccc(Cl)c(S(=O)(=O)N2CCCCC2)c1	0.0%[57.4 µM]	18.4%	5.0%	5.7	-3.8%

no.	JMJD2A Tudor inh	RGS4 inh	G9a block	GLS inh
1	-3.3%	-8.5%	nt	-0.1%
2	1.7%	-8.4%	9.1%[59 µM]	-0.8%
3	-2.1%	16.8%	nt	12.9%
4	18.6%	-10.7%	22.2%[0.0925 µM]	3.0%
5	-6.8%	10.0%	1.3%[59 µM]	-6.0%
6	-14.8%	8.8%	-2.2%	-1.9%
7	141.2%[activator]	14.6%	225.0%[activator]	-6.9%
8	-18.2%	-18.3%	-10.0%	-10.8%

# Later entries.
no.	smiles	12-LOX inh	HP1b binding inh	BAZ2B inh	PI4K2A block	ERG Ets-DNA blk
9	O=S(=O)(c1cc(F)cc(F)c1)N1CCN(c2ncccn2)CC1	1.7%	56.1%[activator]	-0.3%	-2.0	-0.7%
10	O=C(/C=C/c1ccc(-c2ccccc2)o1)c1ccccc1	?	?	35.5µM*	-3.6	7.0%
11	CCN(CC)CCOc1ccc2c(c1)C(=O)c1cc(OCCN(CC)CC)ccc1-2	22.4µM*!	nt	nt	1.3	nt
12	Cc1cc2oc(=O)cc(CN(C)Cc3cccc(F)c3)c2cc1C	-15.9%	71.9%[activator]	26.0%	-3.0	12.0%
13	c1ccc2c(c1)ncc1nncn12	-9.8%	19.9%	2.0%	-2.9	-1.1%
14	COc1cccc(C(=O)NCC(c2ccc(N(C)C)cc2)N2CCc3ccccc32)c1OC (configuration not stated)	-1.0%	?	14.1µM*	-0.2	-4.1%
15	N#Cc1c(-c2ccccc2)nc(N2CCOCC2)[nH]c1=O	3.1%	23.3%	-0.9%	3.4	-1.5%
16	CCc1ccccc1NC(=O)CSc1nnc(-c2ccco2)n1N	0.0%	16.1%	17.8%	0.9	8.1%

no.	JMJD2A Tudor inh	RGS4 inh	G9a block	GLS inh
9	6.6%	-2.3%	5.8%[59 µM]	-1.0%
10	-4.2%	-11.2%	?	-2.8%
11	nt	nt	-43.5%[2.33 µM]	16.8%
12	45.7%[activator]	-9.9%	-0.5%[2.33 µM]	1.5%
13	-7.2%	11.1%	1.0%[59 µM]	8.5%
14	10µM*	0.0%	-42.7%[12.7 µM]	31.2%[activator]
15	7.5%	14.6%	-15.3%[59 µM]	1.5%
16	-18.0%	35.3%	21.0%	-3.5%

# New compounds follow.
no.	smiles	12-LOX inh	HP1b binding inh	BAZ2B inh	PI4K2A block	ERG Ets-DNA blk
17	O=C(NCc1cccc(C(F)(F)F)c1)c1cc(Cl)cc(Cl)c1	1.5%	18.7%	-12.4%	0.2	0.1%
18	COc1ccc(CCNC(=O)c2c(C)nn(-c3ccc(F)cc3)c2-n2cccc2)c(OC)c1OC	-0.3%	14.4%	-24.5%	-2.5	1.8%
19	COc1ccc(S(=O)(=O)N2CCCCC2)cc1NC(=O)c1ccc2c(c1)OCO2	2.4%	25.4%	1.8%	1.2	-0.1%
20	Cc1cccc(C(=O)NCCC(=O)Nc2nc(C)c(Cc3ccc4c(c3)OCO4)s2)c1	-19.1%	16.9%	-28.1%	0.6	12.5%
21	O=C(COc1ccccc1F)NNC(=O)Cc1ccc(S(=O)(=O)N2CCOCC2)s1	2.6%	32.4%[activator]	6.7%	0.9	-2.0%
22	Cc1cccc(N2CCN(C(=O)CCn3c(=S)[nH]c4cc5c(cc4c3=O)OCO5)CC2C)c1 (configuration not stated)	2.1%	12.3%	-0.1%	2.7	-12.1%
23	CC(=O)Nc1ccc(C(=O)NC(C)c2ccc(-n3ccnc3)cc2)cc1 (configuration not stated)	0.0%	17.4%	-37.6%	3.6	-18.3%
24	O=C(CSc1nnc(C23CC4CC(CC(C4)C2)C3)o1)Nc1ccc(N2CCOCC2)c(Cl)c1	-9.0%	4.7%	-4.1%	-1.5	-11.2%

no.	JMJD2A Tudor inh	RGS4 inh	G9a block	GLS inh
17	17.5%	-11.8%	24.2%	-12.0%
18	-9.7%	5.7%	-26.8%[59 µM]	-2.3%
19	-27.4%	15.4%	16.1%[59 µM]	3.8%
20	-5.4%	19.9%	2.9%[59 µM]	0.6%
21	-17.9%	7.8%	5.4%[0.501 µM]	4.9%
22	-26.2%	-4.8%	-0.8%[12.7 µM]	2.5%
23	-4.9%	8.7%	27.4%	-8.2%
24	-11.7%	-7.0%	9.7%[12.7 µM]	2.9%

# New compounds follow
no.	smiles	12-LOX inh	HP1b binding inh	BAZ2B inh	PI4K2A block	ERG Ets-DNA blk
25	COc1cccc(CNC(=O)COC(=O)c2cc([N+](=O)[O-])ccc2N2CCCC2)c1	86.4%	-1.7%	-9.5%	2.3	nt
26	Cc1ccn2c(CNCCn3nc(C)cc3C)c(C(=O)N3CCCCCC3)nc2c1	-0.6%	36.0%	-10.1%	4.2	12.7%
27	O=C(O)CCC(=O)N1CCc2cc(S(=O)(=O)NC3CCCc4ccccc43)ccc21 (configuration not stated)	-16.6%	3.3%	63.9%[activator]	-4.4	1.6%
28	O=C(Nc1cccc(Cl)c1)N1CCc2ccccc2C1	-15.6%	73.2%[activator]	8.3%	-2.4	3.2%
29	CS(=O)(=O)c1cccc(C(=O)Oc2ccccc2)c1	-4.6%	23.0%	-3.3%	0.1	1.1%
30	CCN1CCc2c(C#N)c(N3CCCCC3)nc(NCc3ccccc3)c2C1	?	-20.1%	56.2µM*	-1.8	-14.9%
31	O=C(Nc1ccc(N2CCCCC2)c(S(=O)(=O)Nc2ccccc2Cl)c1)c1cccnc1	?	-10.3%	nt	4.4	4.1%
32	CC1CC(Nc2ccccc2)=NC1(C)C (configuration not stated)	-26.2%	7.2%	-0.2%	-1.3	-3.0%

no.	JMJD2A Tudor inh	RGS4 inh	G9a block	GLS inh
25	-25.0%	-1.2%	9.5%[12.7 µM]	-0.7%
26	-4.2%	21.8%	?	-1.8%
27	-19.2%	19.0%	?	8.1%
28	-7.5%	-27.6%	72.5%[activator]	-0.9%
29	7.9%[57.1 µM]	28.9%[11.4 µM]	-0.5%[59 µM]	3.0%
30	?	2.3%	?	-18.9%
31	?	?	nt	15.9%
32	-7.7%	15.2%	1.3%	4.7%

# New compounds follow.
no.	smiles	12-LOX inh	HP1b binding inh	BAZ2B inh	PI4K2A block	ERG Ets-DNA blk
33	COc1ccc(CCNC(=O)c2cnc3sc(N4CCC(C)CC4)nn3c2=O)cc1OC	-26.6%	6.1%	3.0%	-9.2	13.7%
34	COc1ccc(NC(=O)CC2SC(=NCC3CCCO3)NC2=O)cc1 (configuration not stated)	3.9%	10.8%	-4.7%	2.4	3.2%
35	Cc1ccc(S(=O)(=O)NC(=NC2CCCCC2)c2ccccc2)cc1	?	1.6%	-3.5%	-4.0	-3.3%
36	CCCN(CCC)S(=O)(=O)c1ccc(N2CCCC2=O)c([N+](=O)[O-])c1	-3.6%	30.2%	2.8%	-0.5	-2.7%

no.	JMJD2A Tudor inh	RGS4 inh	G9a block	GLS inh
33	-14.6%	10.7%	-1.4%[59 µM]	-1.3%
34	-18.6%	3.6%	-7.8%[59 µM]	-2.7%
35	-6.4%	14.3%	24.5%	0.0%
36	-10.1%	-10.2%	3.0%[59 µM]	4.6%

# Looked up one by one from the list above (4):
no.	smiles	12-LOX inh	HP1b binding inh	BAZ2B inh	PI4K2A block	ERG Ets-DNA blk
35	Cc1ccc(S(=O)(=O)NC(=NC2CCCCC2)c2ccccc2)cc1	?	1.6%	-3.5%	-4.0	-3.3%
36	CCCN(CCC)S(=O)(=O)c1ccc(N2CCCC2=O)c([N+](=O)[O-])c1	-3.6%	30.2%	2.8%	-0.5	-2.7%
33	COc1ccc(CCNC(=O)c2cnc3sc(N4CCC(C)CC4)nn3c2=O)cc1OC	-26.6%	6.1%	3.0%	-9.2	13.7%
34	COc1ccc(NC(=O)CC2SC(=NCC3CCCO3)NC2=O)cc1 (configuration not stated)	3.9%	10.8%	-4.7%	2.4	3.2%

no.	JMJD2A Tudor inh	RGS4 inh	G9a block	GLS inh
35	-6.4%	14.3%	24.5%	0.0%
36	-10.1%	-10.2%	3.0%[59 µM]	4.6%
33	-14.6%	10.7%	-1.4%[59 µM]	-1.3%
34	-18.6%	3.6%	-7.8%[59 µM]	-2.7%

# Source: PubChem

# These rows are one share of the data; rates above refer to the full screens.
